Screens (PubChem)
NadD block: inhibitors of S. aureus NadD, primary screen, biochemical, colorimetric, uHTS. AID 602399, 2012. inhibition, % at 20 µM. 0.78% of 360,000 active. purified NadD enzyme, colorimetric absorbance read-out. Nicotinate-nucleotide adenylyltransferase NadD (Staphylococcus aureus N315); in the data active = inhibition above about 26%; note: some compounds past the cut are filed as inactive
NRP1-CendR mod: modulators of CendR peptide binding to NRP-1, primary screen, biochemical, fluorescence polarization, uHTS. 0.85% of 360,000 active. FAM-RPARPAR peptide binding to NRP-1. AID 602438, 2012. inhibition, % at 25 µM;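 active = inhibition or corrected inhibition above about 18%, plus a signal ratio from 0.5 to 1.5, limit read from the data, passing the limit was not always enough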; note: strong numbers were not always called active
SUMO1-SIM PPI: modulators of SUMO1 protein-protein interactions, primary screen, biochemical, uHTS; SUMO1 binding to a labelled peptide, TR-FRET, 1 h; inhibition, % at 20 µM; 0.33% of 360,000 active; AID 602429, 2012; in the data active = inhibition above about 37%
STEP inh: STEP phosphatase inhibitors, primary screen, biochemical, fluorescence intensity, uHTS | 0.25% of 360,000 active | inhibition, % at 20 µM | Tyrosine-protein phosphatase non-receptor type 5 (Homo sapiens), P54829 | recombinant STEP, OMFP fluorogenic substrate;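 active = inhibition at 20 µM, scaled per plate between control wells, above about 37%, limit read from the data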;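 note: 0% = DMSO with enzyme and substrate and 100% = substrate only without enzyme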
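medium = Bis-Tris buffer pH 6.0, 2.5 mM DTT, 0.005% Tween 20 | test system = STEP (striatal-enriched tyrosine phosphatase) enzyme, cell-free | measure = normalized % inhibition | compound dosing = 20 µM, 1% DMSO | also added = 25 µM OMFP | schedule = reaction 20 min, ambient temperature | measured by = fluorescence read at 480 nm ex / 540 nm em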
DNMT1 inh: human DNMT1 methyltransferase inhibitors, primary screen, biochemical, molecular beacon, fluorescence, HinP1I cleavage, uHTS. inhibition (reported as % activation of signal), % at 10 µM. 0.83% of 360,000 active. DNA (cytosine-5)-methyltransferase 1 (Homo sapiens), P26358; in the data active = inhibition above about 50%
Target sequence (P26358 504-1616 limits assumed): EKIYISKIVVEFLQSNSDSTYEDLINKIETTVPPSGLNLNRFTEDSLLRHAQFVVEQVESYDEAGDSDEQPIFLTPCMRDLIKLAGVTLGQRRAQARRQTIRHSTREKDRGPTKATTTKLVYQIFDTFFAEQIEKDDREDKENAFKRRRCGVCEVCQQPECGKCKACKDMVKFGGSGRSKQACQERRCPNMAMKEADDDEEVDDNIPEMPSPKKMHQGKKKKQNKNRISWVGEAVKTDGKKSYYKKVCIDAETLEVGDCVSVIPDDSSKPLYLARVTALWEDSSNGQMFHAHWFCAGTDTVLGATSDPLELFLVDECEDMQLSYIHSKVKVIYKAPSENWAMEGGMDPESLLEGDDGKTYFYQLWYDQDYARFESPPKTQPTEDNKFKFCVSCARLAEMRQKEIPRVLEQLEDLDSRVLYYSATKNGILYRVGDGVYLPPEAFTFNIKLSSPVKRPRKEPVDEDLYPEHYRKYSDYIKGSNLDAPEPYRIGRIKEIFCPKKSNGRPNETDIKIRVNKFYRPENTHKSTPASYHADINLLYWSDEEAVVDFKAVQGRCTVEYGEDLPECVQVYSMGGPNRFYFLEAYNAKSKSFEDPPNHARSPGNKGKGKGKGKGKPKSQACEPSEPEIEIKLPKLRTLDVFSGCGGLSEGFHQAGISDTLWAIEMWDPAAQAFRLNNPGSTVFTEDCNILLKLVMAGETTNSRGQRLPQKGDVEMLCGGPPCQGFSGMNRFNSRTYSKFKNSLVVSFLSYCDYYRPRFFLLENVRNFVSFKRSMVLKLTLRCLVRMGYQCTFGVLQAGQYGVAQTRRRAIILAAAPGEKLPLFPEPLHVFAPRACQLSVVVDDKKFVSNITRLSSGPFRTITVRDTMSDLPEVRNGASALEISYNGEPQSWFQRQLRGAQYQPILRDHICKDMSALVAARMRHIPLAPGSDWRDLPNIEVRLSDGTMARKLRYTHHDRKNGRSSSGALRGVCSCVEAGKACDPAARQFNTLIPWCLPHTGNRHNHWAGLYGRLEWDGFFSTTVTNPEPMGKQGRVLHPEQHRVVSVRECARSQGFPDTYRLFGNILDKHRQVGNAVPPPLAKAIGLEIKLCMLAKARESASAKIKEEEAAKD
Scp1 inh: Scp-1 phosphatase inhibitors, primary screen, biochemical, colorimetric, uHTS; Carboxy-terminal domain RNA polymerase II polypeptide A small phosphatase 1 (Homo …; Recombinant Scp1, phosphopeptide, malachite green phosphate absorbance; 0.88% of 340,000 active; inhibition, % at 20 µM;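 active = inhibition above about 50% at 20 µM, limit read from the data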;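 note: plate controls were DMSO wells with enzyme for no effect and wells lacking enzyme for full effect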
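System: SCP-1 catalytic domain; Reagent: Phospho 17-mer peptide substrate; Doses: one concentration, 20 µM, with 1.0% DMSO; Incubation: 45 min room-temperature reaction, 5 min colour, 30 min stabiliser; Signal: Phosphate-binding colour reagent, absorbance read at 630 nm.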
TbMetRS inhib: T. brucei MetRS inhibitors, primary screen, biochemical, luminescence. methionyl-tRNA synthetase (Trypanosoma brucei brucei). purified T. brucei MetRS, ATP depletion, Kinase-Glo luminescence. inhibition, % at 11.9 µM. 0.4% of 360,000 active. AID 624268, 2012;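 active = inhibition above a per-plate cutoff of the control wells' mean inhibition plus 3 SD, cut at about 5.5% in these data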;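 note: 0% = DMSO wells median and 100% = median of wells with control inhibitor compound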
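technique = Kinase-Glo luminescence, ATP depletion format | system = purified MetRS (methionyl-tRNA synthetase) enzyme from Trypanosoma brucei | timing = 15 min preincubation, 2 h reaction, all 25 °C | evaluation = percent inhibition versus plate control medians | dosing = single dose, 11.9 µM final nominal, 0.9% final DMSO | also added = substrates ATP, L-methionine and bulk Escherichia coli tRNA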
LMPTP inh: LMPTP phosphatase inhibitors, primary screen, biochemical, fluorescence intensity, uHTS; recombinant LMPTP-A, OMFP fluorogenic substrate; AID 651560, 2012; 0.22% of 360,000 active; Low molecular weight phosphotyrosine protein phosphatase (Homo sapiens), P24666; inhibition, % at 20 µM;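 active = compounds that cut the enzyme signal by at least half of the control window in the single-dose screen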;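 note: plate controls were DMSO wells with enzyme plus substrate for no effect and substrate without enzyme for full effect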
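Test system – LMPTP-A phosphatase enzyme · Quantity – 0.625 nM LMPTP-A final · Reagent – OMFP substrate, 400 µM final · Dosing – one test concentration per compound, 20 µM, with 3% DMSO overall · Timing – 50 min enzyme reaction at room temperature, protected from light · Detection – fluorescence intensity · Controls – substrate-only low control, DMSO enzyme-plus-substrate high control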
Neddylation inh: inhibitors of cullin neddylation, primary screen, biochemical, TR-FRET, uHTS, NAE and Ubc12; NEDD8-conjugating enzyme Ubc12 (Homo sapiens) + NEDD8-activating enzyme E1 regulatory …; 0.58% of 360,000 active; AID 651699, 2012; calls only at 25 µM; in the data active = inhibition above about 36%
SKN-1 inh: suppressors of acrylamide-induced Pgst-4::GFP reporter in worms, primary screen, SKN-1 inhibitor project, whole organism, uHTS, GFP/RFP fluorescence ratio, strain VP596; AID 624304, 2012; inhibition, % at 21.8 µM; 0.49% of 360,000 active; C. elegans VP596 Pgst-4::GFP/RFP ratio, 24 h;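 active = interference check ratio from 0.5 to 1.5 plus GFP to RFP signal ratio inhibition reaching or exceeding a fixed threshold, cut at about 30% in these data, passing the limit was not always enough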; note: some compounds called inactive have numbers as strong as hits
Active calls of the source: *; i = inactive; . = not tested or not shown; + = active, no number.

SMILES	NadD block	NRP1-CendR mod	SUMO1-SIM PPI	STEP inh	DNMT1 inh	Scp1 inh	TbMetRS inhib	LMPTP inh	Neddylation inh	SKN-1 inh
CC(=O)Nc1ccc(S(=O)(=O)Nc2ccc(N3CCOCC3)c(F)c2)cc1	-6	-1	-2	-2	-6	-2	0.4	-1.1	i	-10
Cc1ccc(N(C(=O)c2snc(C(N)=O)c2N)C(C(=O)NCCC(C)C)c2ccco2)cc1 (centres undefined)	-3	-13	-5	1	-6	-9	-0.2	2.2	.	3
O=S(=O)(c1cccc(-c2csc(-c3ccccc3)n2)c1)N1CCOCC1	-8	0	-5	0	6	-9	0.2	2.4	i	24
CCc1[nH]nc2c1C(C1C=CCCC1)C(C#N)=C(N)O2 (centres undefined)	1	-10	0	-4	-2	-3	-0.2	-1.4	i	11
CCc1cc2c(NC(Cc3c[nH]c4ccccc34)C(=O)O)nc(C)nc2s1 (centres undefined)	1	10	2	-2	3	-5	0.5	-0.6	i	-9
Cc1ccc(S(=O)(=O)N2CCCC(c3nnc4n3-c3ccccc3SC4)C2)cc1 (centres undefined)	4	9	-1	4	-2	7	-0.7	-1.8	i	21
COc1ccc2c(c1OC)c(=O)n1c3ccc(OC(C)C(=O)NCCN4CCOCC4)cc3c3ccnc2c31 (centres undefined)	-8	-7	-7	2	5	10	-0.1	-3.5	.	15
O=C(c1cncc(Br)c1)N1CCN(c2ccc([N+](=O)[O-])cc2)CC1	-5	6	-16	-2	-1	-3	-0.5	-0.4	i	5
Cc1ccc(N=C2NC(=O)c3cccc([N+](=O)[O-])c32)cc1	-3	6	-25	2	3	-2	0.3	-3.2	i	17
CCNC(=O)C1CCCN(C(=O)c2ccc3snnc3c2)CC1 (centres undefined)	4	2	-1	3	4	.	0.4	-1.2	i	12
C[C@H](CO)N1C[C@H](C)[C@@H](CN(C)S(C)(=O)=O)Oc2c(NC(=O)Nc3ccccc3)cccc2C1=O	2	1	-1	-2	6	2	0.4	-1.3	i	3
CCOC(=O)C1=C(CS(=O)(=O)c2ccc(Cl)cc2)NC(=O)NC1c1ccc(O)c(OC)c1 (centres undefined)	-3	11	-2	-2	0	-5	0.0	0.0	i	-14

Profiles, quoted from the list. Screens in order: NadD block	NRP1-CendR mod	SUMO1-SIM PPI	STEP inh	DNMT1 inh	Scp1 inh	TbMetRS inhib	LMPTP inh	Neddylation inh	SKN-1 inh
Results for CCNC(=O)C1CCCN(C(=O)c2ccc3snnc3c2)CC1 (centres undefined) = 4	2	-1	3	4	.	0.4	-1.2	i	12
Results for COc1ccc2c(c1OC)c(=O)n1c3ccc(OC(C)C(=O)NCCN4CCOCC4)cc3c3ccnc2c31 (centres undefined) = -8	-7	-7	2	5	10	-0.1	-3.5	.	15
Results for Cc1ccc(N(C(=O)c2snc(C(N)=O)c2N)C(C(=O)NCCC(C)C)c2ccco2)cc1 (centres undefined) = -3	-13	-5	1	-6	-9	-0.2	2.2	.	3
Results for O=S(=O)(c1cccc(-c2csc(-c3ccccc3)n2)c1)N1CCOCC1 = -8	0	-5	0	6	-9	0.2	2.4	i	24
Results for Cc1ccc(S(=O)(=O)N2CCCC(c3nnc4n3-c3ccccc3SC4)C2)cc1 (centres undefined) = 4	9	-1	4	-2	7	-0.7	-1.8	i	21

(further entries)
SMILES	NadD block	NRP1-CendR mod	SUMO1-SIM PPI	STEP inh	DNMT1 inh	Scp1 inh	TbMetRS inhib	LMPTP inh	Neddylation inh	SKN-1 inh
O=C(CSCc1ccccc1)Nc1cccc(C(=O)Nc2ccccc2C(=O)O)c1	-4	-26	16	1	-8	-8	-0.4	0.3	i	0
CC(=O)C1N=NCC1c1ccccc1 (centres undefined)	-1	7	-6	0	1	-2	0.0	-0.1	i	8
CCOC(=O)c1c(C)nsc1NCc1ccccc1	-2	-1	8	5	1	-2	-0.2	1.1	i	4
Cn1cc(-c2cccc(Cl)c2)cc(C#N)c1=O	3	8	-13	-2	0	-5	0.6	-0.4	+	12
Nc1cc(-c2ccccc2)nn1Cc1ccc(Cl)cc1	0	-8	1	-6	-15	0	-1.2	1.9	i	-8
O=S(=O)(c1ccc(N2CCCCCC2)nc1)N1CCCC1	-5	8	-1	0	3	-4	-0.4	-0.5	i	6
COc1ccc(NC(=O)CN2C(=O)C3CC=CCC3C2=O)cc1Cl (centres undefined)	-4	8	0	-3	6	.	-0.3	-0.2	i	1
CC[C@@H]1C=C(C(=O)O)[C@H](c2ccc(C#N)cc2)N1S(=O)(=O)c1ccc(C)cc1	-3	-1	-2	-1	2	-17	-1.0	-1.3	i	-6
COC(=O)C(CC(C)C)NC(=O)CSc1nc(-c2ccccc2)c(C#N)c(=O)[nH]1 (centres undefined)	-4	7	2	-2	1	5	-0.5	-2.3	i	-16
CCOc1ccccc1C(=O)NC1CC2CCCC(C1)N2Cc1nnnn1Cc1ccco1 (centres undefined)	5	-3	1	4	-2	-2	-0.8	-1.6	i	-7
O=C(c1ccc(Br)c(S(=O)(=O)N2CCOCC2)c1)N1CCN(C/C=C/c2ccccc2)CC1	4	10	1	4	-1	-5	-0.2	0.4	i	-12
COc1ccc(C(=O)N2CC3(CC(c4cccc(NC(=O)CC(c5ccccc5)c5ccccc5)c4)=NO3)C[C@H]2C(N)=O)cc1 (some centres undefined)	24	-2	-3	3	-13	2	-0.2	2.6	i	-6
COc1ccccc1C(=O)N1CCN(CCc2ccccc2)CC1	7	6	0	-3	1	-6	0.1	-2.6	i	14
COc1ccc(/C=N/Nc2cc(C)nc3ccccc23)cc1	-7	19	-54	4	27	3	0.0	62*	.	30
CC(=O)NC(CC(=O)N(C)Cc1c(F)cccc1Cl)c1ccccc1 (centres undefined)	-6	-6	1	3	0	1	0.7	-1.7	i	-6
CC(=O)NC(c1ccc(F)c(F)c1)c1nc(-c2cc3ccccc3o2)cs1 (centres undefined)	-8	-4	-1	0	-1	.	-0.1	1.6	i	-7
Cc1ccsc1C(=O)OC1CCOC1=O (centres undefined)	-2	0	2	2	9	-4	0.1	-0.1	i	-15
CCC(=O)NC(c1cccs1)c1cc(Cl)c2ccccc2c1O (centres undefined)	-14	9	-8	-1	-17	-5	0.2	1.1	.	19
CCOC(=O)c1c(NC2=NS(=O)(=O)c3ccccc32)sc2c1CCCCC2	-4	-2	-2	0	-4	-13	-1.3	0.0	i	12
COc1ccc(NC(C)=O)cc1NC(=O)CSc1nnc(-c2ccc(F)cc2)n1N	-3	-19	2	5	-4	8	-0.2	-0.6	i	-6
Cc1ccc(C(=O)Nc2nc(C)c(C)s2)o1	-3	-10	1	-1	1	-5	-1.4	-0.4	i	7
COC(=O)C(Cc1ccccc1)NC(=O)COc1ccc(C(C)(C)C)cc1 (centres undefined)	-5	0	3	-1	-2	-3	-1.0	3.1	i	-5
Cc1ccc(C)c(S(=O)(=O)N2CCN(CC(=O)NC(=O)NCc3ccco3)CC2)c1	-1	4	2	0	-4	12	-1.3	-1.1	i	0
CC(C)(C)[C@@H]1C=C(C(=O)O)O[C@H](OCc2ccc(CO)cc2)C1	-8	10	5	3	0	2	0.3	-1.0	i	-6
COc1ccc(N2CCN(c3cnc4ccccc4n3)CC2)cc1	1	-4	-14	-2	3	7	-0.9	1.1	i	3
COC(=O)c1cc2c(N)c(C(=O)c3ccc(Cl)cc3)sc2nc1C(OC)OC	-3	133	-27	2	-1	1	-0.3	1.4	i	-6
CCN(Cc1ccc(NC(C)=O)cc1)CC1CCCN(CCc2cccc(OC)c2)C1 (centres undefined)	-5	21	0	-2	4	6	-1.1	-0.6	i	-8
O=C1c2ccccc2NC(c2ccccc2O)N1NS(=O)(=O)c1ccccc1 (centres undefined)	4	3	5	1	0	-6	-0.5	0.8	.	0
COc1ccc(S(=O)(=O)Nc2cc(C(=O)NCCCN3CCOCC3)ccc2N2CCOCC2)cc1	-6	12	11	1	2	-6	0.0	6.2	i	-4
CCn1c(SCC(=O)Nc2nnc(C)s2)nnc1C(C)NC(=O)c1ccccc1F (centres undefined)	-4	-2	7	0	-1	-2	-0.7	-1.6	i	7
COc1ccc(S(=O)(=O)NC(Cc2cnc[nH]2)C(=O)O)cc1 (centres undefined)	1	-9	0	-2	2	0	0.3	-0.8	i	1
CCCCc1ccc(S(=O)(=O)NC(=O)C2(C)CCN2C(=O)CC2CC2)cc1 (centres undefined)	4	-1	2	-3	9	.	-0.3	-1.0	i	4
COC(=O)c1ccccc1NC(=O)CN(c1ccc(C)cc1)S(C)(=O)=O	-8	-8	28	0	1	-2	-0.8	0.3	i	4
CNC(=O)COC(=O)COc1ccc2c(C)cc(=O)oc2c1	-2	-4	1	2	3	-4	-0.2	-0.1	i	2
COC(=O)[C@]12CCCCC=C1N(CCc1ccc(OC)c(OC)c1)C(=O)[C@H](CC(=O)NCCc1ccccc1OC)C2	.	-2	-4	.	.	.	-0.3	-0.4	i	-4
Cc1nnsc1C(=O)NNS(=O)(=O)c1cc(C(F)(F)F)cc(C(F)(F)F)c1	0	18	2	-3	0	-8	-0.1	-0.3	i	-6
Cc1ccc(CNc2oc(COc3ccccc3Cl)nc2C#N)cc1	5	0	-1	3	-1	-2	-1.3	1.7	i	-1
Cc1nc(C)c(CCNC(=O)c2ccccc2Br)s1	3	2	2	0	-2	-9	-1.1	1.2	i	0
O=C(Cn1cc([N+](=O)[O-])ccc1=O)N1CCc2ccccc21	2	-7	-18	-4	3	7	-0.8	-0.3	i	14
CC(=O)Nc1ccc(NC(=O)C(=O)c2cn(CC(=O)N3CCCC3)c3ccccc23)cc1	2	-9	-12	1	1	-1	-0.5	0.4	i	-15
CC(=O)c1ccc(OC(=O)Oc2ccc(C(C)=O)cc2)cc1	-1	-12	-1	-4	3	10	0.1	0.3	i	-3
CCN(C(=O)CN1C(=O)NC(c2ccccc2)(c2ccc(C)c(C)c2)C1=O)C1CCS(=O)(=O)C1 (centres undefined)	8	12	3	2	-45	-12	-0.5	0.9	i	4
